LRH-1 inv ag – suppresses constitutive activity of human LRH-1. inhibition, % at 3.6 µM. 360,000 tested, 0.13% active. HEK293T StAR-luciferase reporter, LRH-1 transfected, 24 h. O00482;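 active means inhibition above the mean inhibition of all tested compounds plus 3 SD, cut at about 73% in these data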;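 further: 0% = DMSO wells and 100% = reporter-only cells lacking LRH-1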
Vif inh – inhibitors of HIV Vif. HEK293T cells, Vif self-association by quenched fluorescence, imaging, 24 h. inhibition, % at 7.49 µM. 340,000 tested, 0.35% active. AID 602346; in the data active means inhibition above about 50%, passing the limit was not always enough; further: some results filed as inactive read as strong as hits
TROY NFkB inh – blocks TROY-dependent signaling in reporter cells; Q293 LMP1-TROYcd NF-kB luciferase reporter, 4 h; inhibition, % at 10 µM; 360,000 tested, 0.98% active; AID 1347056;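 active means compounds whose plate-normalised and pattern-corrected inhibition of the luciferase reporter signal at the single screening dose is 50% or more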
TRAIL sens C8 – sensitizes caspase-8 expressing cells to TRAIL | NB7+C8 cells + TRAIL, ATPlite viability luminescence | inhibition (viability loss, TRAIL sensitization), % at 10 µM | 360,000 tested, 1% active;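 active means compounds causing at least 50% loss of cell viability in the single-dose screen, relative to plate controls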
SRC1 inh – inhibits human SRC1 coactivator. Q15788. HEK293 GAL4-SRC1 luciferase reporter, luminescence. inhibition, % at 3.6 µM. 360,000 tested, 0.12% active;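 active means inhibition above the campaign mean plus 3 SD, with each screening campaign given its own cutoff, cut at about 60% in these data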;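 further: 0% = DMSO treated cells and 100% = gossypol at 36 µM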
NOD2 RIPK2 PPI – NOD2-RIPK2 protein interaction inhibition; O43353; CHO BLA complementation NOD2-RIPK2, CCF4 ratio; inhibition, % at 4.98 µM; 360,000 tested, 0.38% active; in the data active means inhibition above about 21%;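 further: 0% = vehicle only and 100% = reference blocker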
SRC3 inh – inhibits human SRC3 coactivator | HEK293 GAL4-SRC3 luciferase reporter, luminescence | inhibition, % at 3.6 µM | 360,000 tested, 0.17% active | AID 588352;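 active means inhibition above a per-campaign cutoff, the mean of all compounds plus 3 SD, cut at about 60% in these data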;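 further: 0% = DMSO-treated cells and 100% = gossypol-treated cells at 36 µM; higher means less SRC3-driven luciferase light from the GAL4 reporter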
TLR9-MyD88 block – TLR9-MyD88 interaction inhibition. CHO BLA complementation TLR9-MyD88, CCF4 FRET ratio. 340,000 tested, 0.21% active. Q9NR96+Q99836. AID 504734. inhibition, % at 4.98 µM;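 active means inhibition above the mean over all tested compounds plus 3 SD, cut at about 21% in these data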;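 further: 0% = DMSO only wells and 100% = clavulanate BLA inhibitor control wells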
EBV LMP1 NFkB – reduces LMP1-driven NF-kappaB luciferase signal; inhibition, % at 12.5 µM; AID 504558; LMP1-induced NF-kappaB luciferase reporter cells, luminescence; 350,000 tested, 0.69% active; in the data active means inhibition above about 41%;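 further: 0% = neutral control wells and 100% = reference inhibitor control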
NCOA2 inhibitor – inhibits human steroid receptor coactivator 2 | 370,000 tested, 0.17% active | inhibition, % at 9 µM | HEK293 GAL4-SRC2 luciferase reporter, luminescence | Q15596;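 active means inhibition above the mean inhibition of all tested compounds plus 3 SD, set per campaign, cut at about 52% in these data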;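 further: 0% = DMSO treated cells and 100% = cells given Gossypol at 36 µM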
COUP-TFII inh – NR2F2 (human) inhibition, primary screen; P24468; HEK293T NGFI-A luciferase reporter, luminescence; inhibition, % at 8.6 µM; 370,000 tested, 0.7% active;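 active means inhibition above a per-plate cutoff, mean inhibition of test wells between control levels plus 3 SD, cut at about 38% in these data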;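 further: cells cotransfected with COUP-TFII expression vector driving the NGFI-A reporter; 0% = median of COUP-TF2 test wells and 100% = reporter-only cells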
The depositor's hits bear a star; / = no result given; & = joins results of further samples.

SMILES	LRH-1 inv ag	Vif inh	TROY NFkB inh	TRAIL sens C8	SRC1 inh	NOD2 RIPK2 PPI	SRC3 inh	TLR9-MyD88 block	EBV LMP1 NFkB	NCOA2 inhibitor	COUP-TFII inh
CN(C)N1C(N)=C(C#N)C(c2ccccc2)C2=C1CCCC2=O (stereo not drawn)	8	1	19	-12	-55	-14	19	2	-5	-17	-5
COC(=O)C(NC(C)=O)(Nc1ccccc1)C(=O)OC	-7	32	3	4	4	-5	3	11	19	-25	-7
CCN1C[C@@H]2[C@@H]3C(=O)N(C)C(=O)[C@@H]3[C@](CC)(C1=O)N2C(=O)c1ccc(Cl)cc1	4	-4	4	5	-3	1	1	-4	0	-15	-8
COc1ccc(CCn2c(-n3nc(C)cc3C)nc3c2c(=O)[nH]c(=O)n3C)cc1	3	-2	25	12	-11	-2	-11	0	6	5	8
Cn1c(=NC(=O)C2=NNC(=O)CC2)sc2ccccc21	-26	9	-40	-21	-27	6	-16	0	3	-70	-36
Clc1ccc(CSc2nnc(-c3cccnc3)n2Cc2ccco2)c(Cl)c1	-14	3	20	-13	-30	2	7	-5	3	-32	16
Cc1ccc(C(O)P(=O)(OCCC(C)C)c2ccc(N(C)C)cc2)cc1 (stereo not drawn)	19	7	9	10	7	12	-4	1	12	-5	8
O=C(NC1CCCC1)c1cc(S(=O)(=O)N2CCCC2)ccc1Cl	-2	1	16	-1	-12	-6	14	-18	-7	26	1
C[C@H](NS(=O)(=O)c1ccc(Cl)cc1)C(=O)OCC(=O)Nc1cc(S(=O)(=O)N2CCOCC2)ccc1Cl	-14	-5	12	-3	-8	-10	-13	4	1	-17	-21
Cc1nc(NCCc2cnc[nH]2)c2oc3ccccc3c2n1	0	7	-9	-21	1	-1	5	-10	-3	9	-22
COc1ccc2c(c1)c1ccc3c(c1n2C)C(=O)C=CC3=O	3	/	30	28	7	2	-2	1	-92	12	6
CC(=O)Nc1ccc(-c2csc(Nc3ncccn3)n2)cc1	-78	0	-61	8	-104	-8	-70	2	-19	-48	-47
COC(=O)c1cc(S(=O)(=O)Nc2cc(OC)cc(OC)c2)c[nH]1	2	-2	1	17	-3	-5	2	6	1	-9	7
C=CCNC(=S)N(C1CCCCC1)C1CCCCC1	9	-4	-21	-3	8	-16	15	-7	1	19	0
NC(=O)Cc1nc(-c2ccc([N+](=O)[O-])cc2)cs1	11	-3	-8	0	-12	3	7	-4	-7	15	-6
Cc1ccc(/C=N/NC(=O)Cn2ccc(C(F)(F)F)n2)o1	-2	-1	-6	-4	-12	-5	10	3	4	-9	3
O=C(Nc1nccs1)c1ccc(COc2ccccc2Br)o1	-69	-4	20	1	-27	-5	-1	8	-66	-23	-18
COc1cccc([C@@H]2CC=C(C(=O)O)[C@H](c3ccccc3)N2S(=O)(=O)c2ccc(C)cc2)c1	3	/	-11	-2	-8	-4	4	-3	-4	11	-7
CC(C)=CCC/C(C)=C/CNC(=O)C[C@H]1C[C@H](C(=O)N(C(C)C)C(C)C)[C@@]2(C)c3[nH]c4cc(-c5ccco5)ccc4c3CCN2C1=O	1	/	-6	8	14	5	-9	-15	11	6	8
COc1ccccc1NC(=O)Nc1cccc(C(=O)O)c1	-13	6	0	1	7	5	-2	-5	10	-20	-11
COCCN(C(=O)CSc1nnc(C)n1Cc1ccccc1)c1c(N)n(CC(C)C)c(=O)[nH]c1=O	-3	4	2	3	3	-6	10	14	-2	-2	3
COc1ccccc1CC(=O)O/N=C(\N)Cc1cccc2ccccc12	19	4	-18	-10	-14	-3	-3	3	-5	4	1
O=C(O)C1=NN(c2ccccc2)C(=O)C1	-12	23	-5	5	5	3	-3	4	-1	-9	14
CN(C)CCNC(=O)c1onc(CSc2nc3ccccc3[nH]2)c1C(=O)NCCN(C)C	17	-3	-5	-5	8	-8	-2	-13	-10	6	-4
CC(C)c1ccc(CN2CC(C(=O)O)CC2=O)cc1 (stereo not drawn)	-8	-10	6	12	-89	-8	0	0	-3	-6	-7
CCC(=O)c1ccc(OC)c(OC)c1OCc1ccccc1	-16	3	14	-11	-6	-2	-19	-15	-1	-18	16
Cc1c(NS(=O)(=O)c2ccc(NC(=O)CCC(=O)O)cc2)c(=O)n(-c2ccccc2)n1C	10	/	8	-1	-17	-1	17	6	-22	12	1
CCOC(=O)c1[nH]c(C)c(C(=O)c2cc(F)ccc2F)c1C	18	18	3	8	6	3	10	9	6	0	-55
O=C(Nc1sccc1C(=O)NCc1ccco1)c1cccnc1	14	1	-2	-8	8	-9	-12	7	-8	2	-4
COC(=O)C1=CNC=C(C(=O)OC)C1c1ccc(Cl)cc1	2	-6	-4	1	2	-13	-8	-1	-3	25	23
CCN1CCN(CC(=O)Nc2c(OC)cccc2OC)CC1	13	1	-8	-2	-7	10	-7	-2	4	1	-1
COc1ccc(CN2CCCC(C(=O)N3CCCC3)C2)cc1 (stereo not drawn)	-12	-4	-20	-16	-5	3	-8	-6	0	9	9
C#CCn1cc(/C=C2\NC(=O)NC2=O)c2ccccc21	0	7	13	-18	3	1	13	4	4	-10	-13
Cc1c(C(=O)N2CCOCC2)sc(NC(=O)C(C)C)c1C#N	-6	-5	-7	-2	-2	-7	-10	4	-9	-12	-18
O=C(NNC(=O)C1CC1c1ccccc1)Nc1cccc(Cl)c1 (stereo not drawn)	-8	-3	-11	-5	5	-5	19	1	7	2	9
O=C(c1ccc(Cl)c(S(=O)(=O)N2CCOCC2)c1)N1CCOCC1	7	18	3	9	3	-6	0	8	5	5	6
Cc1csc(NC(=O)C(C)Oc2ccc(Cl)cc2C)n1 (stereo not drawn)	-20	-1	-18	5	-23	-10	-11	-5	1	5	3
Cc1c2c(n3c(nc4ccccc43)c1C#N)N(CCN1CCOCC1)CC2	-4	-6	32	-12	-1	-14	16	1	-2	-14	19
CC(NC(=O)c1cccnc1)C(c1ccccc1)N1CCN(C)CC1 (stereo not drawn)	-16	/	-13	-1	5	2	1	1	1	5	-10
O=C(Nc1nccs1)c1cccnc1Cl	17	-15	-20	-8	-10	-3	13	-18	4	-35	9
Nc1c(Cl)cc2c(c1Br)Cc1ccccc1-2	10	-1	-21	-21	-4	-1	-24	-3	-6	-47	-13
COC(=O)CCN1CCC(C(N)=O)CC1	11	3	-10	-4	0	6	1	1	3	-8	-8
C=C(C)CSc1[nH]c(=O)cc(C)c1C#N	-3	-5	6	2	5	-16	11	/	3	0	0
CN(C(=O)Nc1ccc(C(C)(C)C)cc1)C1CCCCC1	16	6	-42	-1	-12	-4	13	-5	-25	4	20
O=C(O)c1ccc(/C=N\Nc2ccccn2)cc1	-75	-6	-46	1	-45	1	-54	0	-21	-57	-25
O=C(NC1CC1)C1=C[C@H](c2ccc(Br)cc2)C[C@H](OCc2ccc(CO)cc2)O1	-12	-2	-14	8	-11	-5	-17	-6	-5	12	0
O=C(c1cccc(S(=O)(=O)N2CCCC2)c1)N1CCCc2ccccc21	5	-4	5	9	-15	-6	10	-18	-5	-3	6
N#Cc1cccc(NC(=O)CN2NS(=O)(=O)c3ccccc3C2=O)c1	-11	6	15	-24	-2	4	0	4	-2	16	-8
C#CCOCCOCCOCCNc1nc(N2CCOCC2)nc(N2CCN(C(=O)[C@H](CCC(=O)O)n3cc(C(N)Cc4ccc(O)cc4)nn3)CC2)n1 (stereo partly drawn)	-4	0	13	-5	-3	-7	-11	3	-2	/	/
CCC(c1nc2ccccc2[nH]1)n1c(-c2cccnc2)nc2ccccc21 (stereo not drawn)	-10	/	/	-7	/	-4	/	/	/	29	0
Cc1ccc(-n2c(C)cc(/C=C3/C(=N)N4C(c5ccccc5)=CSC4=NC3=O)c2C)cc1	7	-5	7	7	-6	5	15	1	6	-13	15
CCOC(=O)NC(=O)CSc1nnc(C2CC2)n1Cc1ccco1	-8	1	5	-4	-39	0	4	0	-4	18	6
CCOc1ccc2oc(C(=O)N3CCN(Cc4ccccc4)CC3)c(C)c2c1	11	5	9	14	-10	3	0	2	-1	-10	15
CCc1noc(C)c1C(=O)Nc1nc(-c2ccc(Cl)cc2Cl)cs1	-7	-19	44	11	3	-6	14	-7	19	4	8
Cc1ccc(OCC(=O)N/N=C\c2ccco2)c(C)c1	8	-1	-29	-10	-27	10	25	10	2	-39	-27
O=C(Cc1cccs1)N(Cc1cccs1)C1(C(=O)NC2CCCC2)CCCCC1	0	/	7	21	14	4	10	3	8	-12	2
CCCN(C(=O)c1ccc([N+](=O)[O-])c(C)c1)c1c(N)n(Cc2ccccc2)c(=O)[nH]c1=O	2	-3	0	9	-19	-4	17	-7	1	3	2
c1ccc(CNc2c(-c3cccc(SC4CCCCC4)c3)nc3ccccn23)cc1	6&-16	-1	-12&-26	31&14	-29	1&-10	1	-8	-4	-22	-17
CSc1nc2ccc(NC(=O)c3ccccn3)cc2s1	-110	-2	26	82*	-91	5	-97	-4	4	-39	-52
Cc1n[nH]c(C)c1Sc1ccccc1N=Cc1cc(Cl)cc([N+](=O)[O-])c1O	1	1	11	15	2	1	-8	1	1	/	/

Taken from above:
TLR9-MyD88 block with N#Cc1cccc(NC(=O)CN2NS(=O)(=O)c3ccccc3C2=O)c1 = 4
NCOA2 inhibitor with CN(C(=O)Nc1ccc(C(C)(C)C)cc1)C1CCCCC1 = 4
SRC1 inh with Cc1n[nH]c(C)c1Sc1ccccc1N=Cc1cc(Cl)cc([N+](=O)[O-])c1O = 2

More results.
SMILES	LRH-1 inv ag	Vif inh	TROY NFkB inh	TRAIL sens C8	SRC1 inh	NOD2 RIPK2 PPI	SRC3 inh	TLR9-MyD88 block	EBV LMP1 NFkB	NCOA2 inhibitor	COUP-TFII inh
COC(OC)c1ccc(C#N)c(=O)[nH]1	-6	-4	11	-5	4	-5	-4	1	-5	2	-12
CC(Sc1nnc(-c2cccnc2)n1N)C(=O)N1CCOCC1 (stereo not drawn)	17	4	3	-11	-19	8	-15	2	-3	-7	4
Cc1ccnc(SCC(=O)Nc2c(C)n(C)n(-c3ccccc3)c2=O)n1	-4	12	11	3	2	-11	-17	-14	6	1	10
COc1ccc(N2CCN(c3ncnc4c3[nH]c3ccccc34)CC2)cc1	38	-1	76*	38	30	-7	32	-4	48*	21	52*
CCN(C1CCCCC1)S(=O)(=O)c1ccc(S(=O)(=O)NCc2ccncc2)cc1	22	-9	17	18	10	1	7	0	24	2	55*
O=C(N/N=C/c1ccc(-c2ccc(Br)cc2)o1)c1ccc2c(c1)OCO2	-2	-4	-42	3	1	0	-2	0	-18	-30	-19
Cc1oc2c(C)c3oc(=O)c(CC(=O)N[C@@H](CCCNC(N)=O)C(=O)O)c(C)c3cc2c1C	7	-7	-1	-5	3	-1	3	-1	-22	-9	-11
CC1CC(C)CN(CCCNC(=O)c2ccc3c(c2)N(Cc2ccccc2)C(=O)c2ccccc2S3=O)C1 (stereo not drawn)	22	-1	-22	29	2	12	10	8	2	-8	5
C=CCc1cccc(CNc2c(C)cc(C)cc2C)c1O	-6	3	-7	3	-22	9	-10	8	-1	-5	-22
O=C(CCC1N=C2c3ccccc3N=C(SCC(=O)NCc3ccco3)N2C1=O)NCc1ccco1 (stereo not drawn)	-3	10	8	-6	-16	0	8	-10	-3	9	-8

The list is partial; count on the stated rates, not on these rows.
